Screens (PubChem BioAssay)
PG9 binder = small molecules binding HIV-1 gp120 antibody PG9. TR-FRET gp120-PG9 antibody binding. inhibition, % at 6.7 µM. 360,000 tested, 0.43% active. AID 624416; in the data active = inhibition above about 8.5%
LEDGF integ inh = blocks HIV-1 LEDGF/p75-dependent DNA integration; TR-FRET IN-LEDGF/p75 DNA integration, Eu/Cy5; inhibition, % at 3.7 µM; 370,000 tested, 0.64% active; AID 743269;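 active = inhibition above the screen-wide mean plus 3 SD, cut at about 13% in these data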;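 note: signal is the Cy5 over europium emission ratio at 671 and 618 nm; 0% = plate median of compound wells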
PRMT1 FP inh = PRMT1 (human) inhibition, primary screen; recombinant PRMT1, activity-based probe fluorescence polarization; inhibition, % at 2.79 µM; Q99873; 370,000 tested, 1.3% active;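 active = inhibition above about 21% made by adding two undisclosed values, limit read from the data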
TCR CD3 inh = human TCR-CD3 binding inhibition. TAMRA-labeled TCR probe fluorescence, biochemical. inhibition, % at 9.4 µM. 360,000 tested, 0.37% active; in the data active = inhibition above about 19%;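 note: recombinant mutant TCR 2C K166C tagged with TAMRA read by polarization; 0% = receptor in buffer alone and 100% = receptor with positive control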
MBD2 DNA inh = blocks human MBD2 binding to methylated DNA; Q9UBB5; TR-FRET, MBD2 binding to methylated oligonucleotide; 370,000 tested, 0.31% active; inhibition, % at 4.4 µM; in the data active = inhibition above about 13%
Target sequence (Q9UBB5 whole entry, looked up): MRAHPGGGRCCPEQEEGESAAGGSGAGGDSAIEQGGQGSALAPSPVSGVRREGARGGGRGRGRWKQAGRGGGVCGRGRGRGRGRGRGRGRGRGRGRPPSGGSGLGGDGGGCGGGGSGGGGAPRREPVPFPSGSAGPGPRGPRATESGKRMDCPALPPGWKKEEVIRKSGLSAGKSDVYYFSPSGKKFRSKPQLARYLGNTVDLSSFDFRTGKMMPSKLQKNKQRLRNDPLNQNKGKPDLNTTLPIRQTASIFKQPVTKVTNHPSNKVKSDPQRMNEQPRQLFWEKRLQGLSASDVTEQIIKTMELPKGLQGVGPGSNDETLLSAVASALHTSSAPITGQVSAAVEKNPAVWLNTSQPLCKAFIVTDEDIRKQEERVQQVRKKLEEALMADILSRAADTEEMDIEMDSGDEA
NR1D1 modulator = Rev-erb alpha (human) modulation | P20393 | Rev-erbα–FITC-DNA binding, fluorescence polarization, 90 min | activity, % at 10 µM | 370,000 tested, 0.79% active | AID 1259318;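 active = activity above about 14%, limit read from the data; passing the limit was not always enough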;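 note: 0% = DMSO wells with 35 nM protein and 100% = DMSO wells with 750 nM protein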
Target sequence (P20393 whole entry, looked up): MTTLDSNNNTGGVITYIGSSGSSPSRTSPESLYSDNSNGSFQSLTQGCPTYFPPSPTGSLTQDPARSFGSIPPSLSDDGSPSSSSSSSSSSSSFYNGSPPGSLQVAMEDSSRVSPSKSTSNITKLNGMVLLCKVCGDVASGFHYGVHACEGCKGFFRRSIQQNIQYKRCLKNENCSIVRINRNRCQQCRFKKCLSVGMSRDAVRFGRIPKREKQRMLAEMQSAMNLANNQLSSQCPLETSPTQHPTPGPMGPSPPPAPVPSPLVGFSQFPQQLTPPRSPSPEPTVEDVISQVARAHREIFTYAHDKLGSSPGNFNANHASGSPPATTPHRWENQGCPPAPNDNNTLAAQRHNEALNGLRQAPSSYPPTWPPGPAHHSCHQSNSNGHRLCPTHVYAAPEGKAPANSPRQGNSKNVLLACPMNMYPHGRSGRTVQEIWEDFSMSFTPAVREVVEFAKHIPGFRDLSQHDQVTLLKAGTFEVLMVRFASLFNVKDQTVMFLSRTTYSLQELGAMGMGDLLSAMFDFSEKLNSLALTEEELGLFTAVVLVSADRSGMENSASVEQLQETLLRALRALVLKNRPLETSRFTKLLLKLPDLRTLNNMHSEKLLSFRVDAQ
HTRA1 inh = inhibitors of human serine peptidase HTRA1. Q92743. recombinant HTRA1, FP-rhodamine activity-based probe, fluorescence polarization. inhibition, % at 5.96 µM. 340,000 tested, 0.5% active; in the data active = inhibition above about 36%;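 note: 0% = enzyme with DMSO and 100% = wells lacking enzyme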
UHRF1 MBD2 ctr = blocks human UHRF1 binding to methylated DNA; UHRF1 binding to methylated oligo, TR-FRET; AID 687016; 370,000 tested, 0.75% active; inhibition, % at 4.4 µM; Q96T88; in the data active = inhibition above about 21%;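 note: UHRF1 SRA domain binding a hemimethylated CpG hairpin DNA probe; 0% = median of test compound wells and 100% = reference inhibitor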
rCAG RNA binder = binds r(CAG) RNA repeats; r(CAG) RNA repeat, TO-PRO-1 dye displacement fluorescence; inhibition, % at 3 µM; 370,000 tested, 1.3% active;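 active = inhibition above the plate cutoff, the mean of all test compounds on that plate plus 3 SD, cut at about 35% in these data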;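 note: 0% = DMSO alone and 100% = 100 µM mitoxantrone as full dye displacement; higher means more dye released from RNA so lower well fluorescence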
ABHD4 inh = inhibits mouse alpha/beta hydrolase domain 4. purified mABHD4, FP-Rh probe fluorescence polarization. inhibition, % at 8.92 µM. 370,000 tested, 0.54% active;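 active = inhibition exceeding the mean over every tested compound plus 3 SD, cut at about 30% in these data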;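 note: 0% = plate median of compound wells and 100% = S159A mutant with DMSO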
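Test system: mABHD4 protein; Read-out basis: % inhibition; Incubation: 45 min + 60 min at 25 °C; Repeats: single replicate; Technique: fluorescence polarization with parallel and perpendicular emission, 525/598 nm; Compound: 8.92 µM, single dose; Benchmarks: full inhibition S159A mutant plus DMSO, zero as sample-well median.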
Starred values were filed as active, the others as inactive; . = no result given.

SMILES	PG9 binder	LEDGF integ inh	PRMT1 FP inh	TCR CD3 inh	MBD2 DNA inh	NR1D1 modulator	HTRA1 inh	UHRF1 MBD2 ctr	rCAG RNA binder	ABHD4 inh
N=c1n(CCN2CCCC2)c2ccccc2n1CC(O)c1ccc(Cl)c(Cl)c1 (stereo not given)	-1.8	-2	0	4	-1	-2	24	-1	15	6
CC1=CCC2C(=O)N(c3cccc(C(=O)Nc4ccccc4Cl)c3)C(=O)C2C1 (stereo not given)	-0.6	-1	1	-1	-1	-4	-1	-1	-5	-4
CCCCOc1ccc(C(=O)n2ccc3ccc(-c4ccc5ccn(Cc6ccccc6)c5c4)cc32)cc1	.	0	-3	.	-1	40*	.	1	8	-8
COc1cccc(OC)c1C(=O)N1CCN(Cc2cccnc2)CC1	-0.4	0	5	7	9	-6	-1	4	-1	18
CC(C)Cn1c(SC(C)C(=O)NCC2CCCO2)nc2ccc(Cl)cc2c1=O (stereo not given)	-1.4	2	-3	1	-1	2	6	-1	0	3
Cc1ccc(S(=O)(=O)NCC2(c3ccccc3)CCN(C)CC2)cc1	1.0	3	-2	-2	6	-5	1	2	-1	-3
Cc1ccc(C)c(C(=O)Cn2c(NCCO)nc3ccccc32)c1	0.1	-3	0	0	-5	4	4	-1	0	-1
COCCNC(=O)CN1CCN(C(c2ccccc2)c2ccccc2)CC1	-1.8	2	0	5	5	.	-4	1	-9	4
O=C(Nc1ccc(F)cc1)N(Cc1nnc2n1CCCCC2)c1ccccc1	0.8	3	-1	4	-3	-5	11	-1	-5	6
Cc1cc(C)nc(NC(=O)c2ccc([N+](=O)[O-])o2)n1	-2.5	1	2	1	-2	1	3	-3	2	7
CCOC(=O)C1=CCC2C(=O)N(C3CCCCC3)C(=O)C12 (stereo not given)	1.4	-9	-6	6	-6	-5	.	-2	0	6
CCC(C(=O)NCC1CCCO1)N(Cc1ccccc1)C(=O)CNS(=O)(=O)c1ccccc1 (stereo not given)	-0.7	2	-1	0	-5	-3	-6	2	-4	7
COC(=O)C1=CN(Cc2ccc(OC)cc2)C=C(C(=O)OC)C1c1ccc(O)c(OC)c1	-1.1	10	-1	4	-3	-2	-8	-1	-2	-5
CCOC(=O)/C(C#N)=C/c1cc(C)n(-c2ccc(C)cc2)c1C	1.8	-2	-3	4	-2	6	0	2	1	0
Cc1cc(NC(=O)C(C)Sc2nc(-c3ccccc3)cc(=O)[nH]2)no1 (stereo not given)	-0.9	-4	0	-3	-2	4	2	2	6	-3
CC(=O)N1CCc2cc(Br)cc(S(=O)(=O)N3CCCCCC3)c21	-1.6	-1	-1	8	2	-3	2	-1	-3	2
COc1nc(N)nc(CC(=O)C2CC2)n1	-0.2	-1	-2	5	3	-2	-4	2	-1	-6
O=C(NCc1ccc(Cl)cc1)C(=O)c1c[nH]c2ccccc12	-2.7	1	1	4	0	2	-19	1	3	-21
O=C(CCNS(=O)(=O)c1ccc(Br)cc1)NCc1ccco1	-0.4	5	-1	-2	-1	-1	-1	0	0	4
COc1nc(OC)nc(N2CCC(C(=O)Nc3cccc4c3CCCC4)CC2)n1	-0.6	0	1	7	-1	2	0	0	-1	1
Cc1ccc(Sc2ccc(N)cn2)cc1	-0.7	2	-1	3	-3	2	.	-4	1	-3
CCCCC[C@@H](C)N1C[C@@H](COCc2ccccc2)Oc2cc(N3CCC[C@@H]3CO)ccc2S1(=O)=O	-0.3	-2	7	15	-2	4	.	3	5	-11
CCOc1cc(C2C(C(=O)OC)=C(C)N=C3SC(C)C(=O)N32)ccc1OC(C)=O (stereo not given)	-1.2	-1	8	5	1	1	5	-1	8	-19
CC(C)(C)c1ccc(C(=O)N2CCC2(C)C(=O)Nc2cccc(C#N)c2)cc1 (stereo not given)	1.0	3	0	4	-7	0	.	-2	1	-2
CC(c1ccccc1)n1c(-c2ccncc2)n[nH]c1=S (stereo not given)	0.7	-4	-1	12	2	-6	10	-1	2	-2
CN(c1ccccc1)S(=O)(=O)c1ccc(C(=O)N2CCN(c3ccccc3Cl)CC2)cc1	-1.7	3	-4	-10	0	6	-15	1	1	-18
O=C(NCc1ccco1)c1ccccc1	-1.7	-3	-2	-5	5	7	9	1	-1	7
Cc1ccc(C2=NCCNC2=O)c(C)c1	-0.5	3	0	2	-5	2	-3	3	0	-2
CN(C)S(=O)(=O)c1cccc(NC(=O)CN2C(=O)NC(Cc3c[nH]c4ccccc34)C2=O)c1 (stereo not given)	-1.9	-2	1	-2	-1	5	.	0	6	6
O=C1N=C2SCCN2/C1=C\c1ccccc1Cl	0.8	1	5	3	0	-1	-19	-1	10	23

Among those listed so far, these contain a furan ring, fused or not:
SMILES	PG9 binder	LEDGF integ inh	PRMT1 FP inh	TCR CD3 inh	MBD2 DNA inh	NR1D1 modulator	HTRA1 inh	UHRF1 MBD2 ctr	rCAG RNA binder	ABHD4 inh
Cc1cc(C)nc(NC(=O)c2ccc([N+](=O)[O-])o2)n1	-2.5	1	2	1	-2	1	3	-3	2	7
O=C(CCNS(=O)(=O)c1ccc(Br)cc1)NCc1ccco1	-0.4	5	-1	-2	-1	-1	-1	0	0	4
O=C(NCc1ccco1)c1ccccc1	-1.7	-3	-2	-5	5	7	9	1	-1	7

Back to the main list, repeating the two entries before the break.
SMILES	PG9 binder	LEDGF integ inh	PRMT1 FP inh	TCR CD3 inh	MBD2 DNA inh	NR1D1 modulator	HTRA1 inh	UHRF1 MBD2 ctr	rCAG RNA binder	ABHD4 inh
CN(C)S(=O)(=O)c1cccc(NC(=O)CN2C(=O)NC(Cc3c[nH]c4ccccc34)C2=O)c1 (stereo not given)	-1.9	-2	1	-2	-1	5	.	0	6	6
O=C1N=C2SCCN2/C1=C\c1ccccc1Cl	0.8	1	5	3	0	-1	-19	-1	10	23
CC(=O)Nc1ccc(C(=O)OCC(=O)Nc2ccc(S(=O)(=O)N3CCOCC3)cc2)cc1	1.1	5	-1	3	0	7	-1	-1	0	-4
O=C(/C=C1\SC(=O)NC1=O)Nc1ccc(C(=O)O)cc1	-1.5	0	-1	4	-1	2	1	-2	3	-6
c1ccc(-n2c(-c3ccco3)nnc2-c2ccco2)cc1	-3.9	-1	-1	0	-4	8	-2	-2	3	-1
COc1ccc(CCNS(=O)(=O)c2ccc3[nH]c(=O)[nH]c3c2)cc1	-1.1	1	0	1	0	5	-2	0	-1	5
Cc1noc(NS(=O)(=O)c2ccc(NC(=O)c3ccccc3NS(=O)(=O)c3ccc(F)c(F)c3)cc2)c1C	0.5	5	-2	0	-5	-2	3	0	76*	0
CCOc1ccccc1CNS(=O)(=O)c1ccc2[nH]c(=O)sc2c1	-2.1	-6	-1	4	-2	2	-6	-2	8	-5
COc1cccc(NC(=O)CN2CCN(c3nc(-c4cccc(OC)c4)cs3)CC2)c1	-1.4	-2	1	0	0	0	-29	-1	-2	-14
O=C(Nc1ccc2c(c1)OCO2)c1cnn2c1NC(c1ccco1)CC2C(F)(F)F (stereo not given)	-1.4	0	-2	-7	-2	1	-2	4	4	-12
Cc1nc(C(F)(F)F)ccc1C(=O)N1CCC1(C)C(=O)NCc1cccs1 (stereo not given)	-0.2	-3	-2	-2	-5	-5	.	-3	2	1
COc1ccc(/C=C/C(=O)NCCn2c(C)cc3ccccc32)cc1OC	-1.1	-2	1	-3	0	3	-7	0	4	5
Nc1ccn([C@@H]2O[C@H](C(=O)NCc3ccc4c(c3)OCO4)[C@@H](O)[C@H]2O)c(=O)n1	-0.4	5	-4	2	2	2	.	1	1	-3
O=C(CS(=O)CC(=O)N(CC(=O)NC1CCCC1)C1CCCC1)Nc1ccc(F)cc1 (stereo not given)	1.8	2	2	1	-3	-5	-2	3	-2	-2
Cc1oc2ccc(OCc3cccc(Cl)c3)cc2c1C(=O)O	-0.8	4	-1	-6	3	-5	-15	-1	33	-4
Nc1c(N(Cc2ccccc2)C(=O)CCc2ccccc2)c(=O)[nH]c(=O)n1Cc1ccccc1	1.2	-1	2	0	-2	1	-2	0	1	4
CC(C(=O)Nc1ccc(Cl)cc1)N(C)Cc1cccs1 (stereo not given)	1.0	3	-2	-4	4	-2	-13	-3	-1	0
COc1ccc2oc(C(=O)OC(C)C(=O)N3CCC(C)CC3)c(C)c2c1 (stereo not given)	0.5	-1	-1	-3	-1	-4	5	-3	2	0
CCOC(=O)C1Nc2ccc(OC(F)(F)F)cc2C2C=CCC12 (stereo not given)	-4.0	0	13	-1	0	-2	58*	-5	40*	11
COC1=CC(=O)OC(c2cccc([N+](=O)[O-])c2)C1 (stereo not given)	0.7	1	3	3	4	-2	.	1	1	4
C=CCOc1cccc(C(=O)/C=C2/C(=O)Nc3ccccc32)c1	-0.6	-1	4	-6	-7	1	-40	-3	10	21
CC(C)(C)OC(=O)N1CCCN(C(=O)Nc2ccccc2)CC1	-1.0	-2	-1	5	-2	-1	.	-1	-3	-2
NS(=O)(=O)c1ccc(N2CCOCC2)c(C(=O)NCc2cccs2)c1	0.8	-2	0	2	-4	5	-3	-2	2	-6
COc1cc(CCCN2CCNC[C@@H]2Cc2ccc(O)cc2)cc(OC)c1OC	1.5	2	2	-4	5	0	6	4	0	7
O=C(Oc1ccc(NC2=NS(=O)(=O)c3ccccc32)cc1)c1cccnc1	-0.3	-3	0	4	1	-7	-2	1	0	5
COc1ccc(-c2sc3ccc(N4CCOCC4)cc3c2C#CC(C)(C)O)cc1	-1.2	-1	-1	9	10	4	8	16	2	5
Cc1ccc(-c2cc(C(=O)NCCCn3ccnc3)no2)cc1	-1.1	0	-1	9	1	4	1	13	-4	-7
OC(c1cccc(Cl)c1)c1ncc(-c2ccc(Oc3ccccc3)cc2)[nH]1 (stereo not given)	-0.2	2	3	5	-3	-1	.	-1	5	-17
C=CCNC(=O)c1cccc(Br)c1	0.5	5	0	0	1	-5	1	1	-2	-1
CC(C)(C)OC(=O)C[C@H]1C/C=C\C[C@@H](CC(=O)N(CCO)Cc2ccccc2)C(=O)N[C@H](Cc2c[nH]c3ccccc23)COC1=O	2.3	0	-4	6	-2	-3	-5	1	6	-2
O=NN(CC(=O)NN=CC=Cc1ccccc1)CC(=O)NN=CC=Cc1ccccc1	-0.6	4	-3	2	-7	-11	.	-2	11	-16
COc1ccc(C(=O)N2CCC2(C)C(=O)O)cc1C(F)(F)F (stereo not given)	-1.1	0	3	-9	4	-1	.	4	2	8
N#Cc1ccccc1NC(=O)COC(=O)c1ccc(S(=O)(=O)N2CCCC2)cc1	0.2	-3	1	11	2	-2	-3	-1	4	3
Cc1ccc(S(=O)(=O)N2CCOCC2)cc1C(=O)N1c2ccccc2Sc2ccccc21	0.6	-1	0	7	2	2	-13	-4	-2	-10
COc1ccc(C(=O)NC2=Nc3ccccc3N=C(C)C2c2ccccc2)cc1 (stereo not given)	-1.8	-6	0	-1	-1	3	-14	0	6	1
O=[N+]([O-])c1ccc(/C=N/Nc2ncc(-c3ccccc3)cn2)cc1	-0.1	4	0	8	-8	-31	0	0	-2	-1
COc1ccccc1NC(=O)c1cn(C)c(=O)c2cc(OC)c(OC)cc12	0.4	-2	-3	2	-3	0	1	-1	-3	-3
Nc1nc(-c2ccccc2)cc(-c2ccccc2)n1	-0.6	-3	2	0	6	-1	-18	1	4	-1
CC(C)(C)c1ccc(Oc2ccc(NC(=O)c3ccco3)cn2)cc1	-0.2	-1	29*	2	2	0	-39	-1	-4	-16
O=C(Nc1cccc(S(=O)(=O)N2CCOCC2)c1)c1cn(-c2ccccc2)nc1-c1ccc(F)cc1	-1.1	1	-3	0	-1	0	3	0	3	1
CC(C)(C)c1nnc(NC(=O)CCn2cnc3ccccc3c2=O)s1	0.0	2	-1	3	-8	6	0	0	-6	4

An excerpt; count on the stated rates, not on these rows.
